tim23-1 inh: growth inhibitors of tim23-1 mutant yeast | S. cerevisiae tim23-1 growth, BacTiter-Glo luminescence, 24 h | inhibition, % at 20 µM | hit rate 1.3% among 330,000 | AID 463212;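 active = growth inhibition of the mutant yeast at or above 50%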;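 also: temperature-sensitive mutant grown at 25 °C; plate controls were DMSO-treated mutant yeast for no effect and medium wells lacking yeast for full effect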
Mdm2-MdmX inh: inhibitors of human Mdm2/MdmX interaction; AID 485346; O15151+Q00987; SaOS-2 split-luciferase Mdm2/MdmX complementation, luminescence; inhibition, % at 8 µM; hit rate 3% among 330,000;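 active = inhibition of at least 50% at 8 µM in the primary screen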
Target sequence (O15151 whole entry, looked up): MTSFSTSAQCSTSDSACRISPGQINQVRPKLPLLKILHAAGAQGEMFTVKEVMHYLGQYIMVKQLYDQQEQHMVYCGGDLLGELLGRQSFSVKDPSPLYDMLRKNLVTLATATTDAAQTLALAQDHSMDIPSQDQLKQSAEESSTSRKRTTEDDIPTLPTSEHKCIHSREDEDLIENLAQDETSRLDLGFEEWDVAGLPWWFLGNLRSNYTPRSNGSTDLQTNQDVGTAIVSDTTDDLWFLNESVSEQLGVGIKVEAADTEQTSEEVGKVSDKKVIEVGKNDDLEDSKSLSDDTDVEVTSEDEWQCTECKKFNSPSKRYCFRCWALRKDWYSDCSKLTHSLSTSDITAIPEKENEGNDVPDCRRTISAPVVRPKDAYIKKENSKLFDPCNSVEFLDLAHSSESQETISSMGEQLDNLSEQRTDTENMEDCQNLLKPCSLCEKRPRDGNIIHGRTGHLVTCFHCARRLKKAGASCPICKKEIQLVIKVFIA
Target sequence (Q00987 whole entry, looked up): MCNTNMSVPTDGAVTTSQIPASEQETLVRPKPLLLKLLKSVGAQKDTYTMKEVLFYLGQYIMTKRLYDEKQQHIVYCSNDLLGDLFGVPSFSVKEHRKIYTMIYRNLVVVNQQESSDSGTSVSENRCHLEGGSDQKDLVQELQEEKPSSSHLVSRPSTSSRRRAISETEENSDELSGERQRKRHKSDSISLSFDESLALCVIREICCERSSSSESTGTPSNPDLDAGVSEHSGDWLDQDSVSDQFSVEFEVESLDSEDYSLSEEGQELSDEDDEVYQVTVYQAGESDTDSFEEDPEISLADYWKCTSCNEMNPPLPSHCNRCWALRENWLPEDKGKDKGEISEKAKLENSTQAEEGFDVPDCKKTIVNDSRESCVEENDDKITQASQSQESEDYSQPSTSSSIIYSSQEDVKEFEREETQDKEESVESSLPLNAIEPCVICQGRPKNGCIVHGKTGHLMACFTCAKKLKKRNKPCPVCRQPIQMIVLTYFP
APJ agonist: activates the human apelin receptor APJ; P35414; activation, % at 20 µM; AID 2520; hit rate 0.11% among 330,000; CHO-K1 APJ PathHunter beta-arrestin, luminescence; 0% DMSO wells, 100% apelin;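 active = activation more than six SD over the plate average, tested at 20 µM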;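 also: 0% = DMSO alone and 100% = apelin-13 at 10 nM; some results filed as inactive read as strong as hits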
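Test system: CHO-K1 APJ beta-arrestin complementation cell line | Compound: Single test compound dose, 20 µM final, 1% DMSO | Incubation: Compound 90 min 25 °C, reagent 1 h | Measured by: beta-gal luminescence | Read-out basis: APJ–arrestin association signal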
UPR XBP1 act: activators of adaptive arm of unfolded protein response (XBP1); hit rate 0.33% among 330,000; activation, % at 20 µM; CHO-XBP1 luciferase reporter, IRE1-XBP1 UPR activation, luminescence; percent of tunicamycin response, DMSO as zero;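 active = versus positive control, 20 µM dose yields 30% or more activation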;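 also: 100% = tunicamycin at 10 µg/mL and 0% = DMSO only wells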
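Material: CHO-XBP1 cells stably carrying IRE1-XBP1-driven luciferase reporter | Medium: F12 with 10% serum | Compound dosing: 20 µM single concentration, DMSO 1% | Incubation: Overnight seeding at 37 °C, 6 h compound treatment at 37 °C | Detection: Steady-Glo luminescence read | Read-out basis: % activation of reporter signal versus tunicamycin and DMSO controls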
697 NFkB inh: lowers PMA/ionomycin-induced NF-kB signal in 697 B cells; 697 B-cell NF-kB luciferase reporter, 16 h; inhibition, % at 4 µM; hit rate 0.33% among 330,000; AID 435022; in the data active = inhibition above about 35%
CHOP UPR activ: apoptotic UPR (CHOP) activation | CHO-CHOP luciferase reporter, luminescence; percent of tunicamycin response over DMSO baseline | activation, % at 10 µM | hit rate 0.34% among 330,000 | AID 449763;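 active = at 10 µM dose, activation of 40% or more, normalized to positive control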;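 also: 100% = tunicamycin at 10 µg/mL and 0% = DMSO alone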
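Assay system: CHO-CHOP cells, stable luciferase reporter of PERK-eIF2a-CHOP signalling / Buffer or medium: F12 plus 10% serum / Compound dosing: one dose, 10 µM in 0.5% DMSO / Times: 6 h compound treatment, 37 °C / Technique: luciferase luminescence / Read-out: % reporter activation, DMSO baseline versus tunicamycin full activation / Benchmarks: tunicamycin and DMSO controls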
Jurkat NFkB inh: lowers PMA/ionomycin-induced NF-kB signal in Jurkat cells; PMA/ionomycin-induced NF-kB luciferase reporter, luminescence; inhibition, % at 4 µM; hit rate 0.53% among 330,000; in the data active = inhibition above about 50%
APJ antag: blocks the human apelin receptor APJ. P35414. CHO-K1 APJ beta-arrestin complementation, luminescence. inhibition, % at 20 µM. hit rate 0.32% among 330,000;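 active = inhibition above about 40% at 20 µM, limit read from the data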;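 also: cells challenged with 10 nM apelin-13 agonist together with compound; plate controls were apelin-13 plus DMSO wells for no effect and DMSO wells lacking apelin-13 for full effect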
* = called active by the depositor; & = joins results of further samples.

SMILES	tim23-1 inh	Mdm2-MdmX inh	APJ agonist	UPR XBP1 act	697 NFkB inh	CHOP UPR activ	Jurkat NFkB inh	APJ antag
O=C(NCCC1=CCCCC1)C(=O)NCC(c1ccco1)N1CCN(c2ccccc2F)CC1 (stereo not given)	8	36	-1	11	-19	2.1	12	3
Cc1[nH]c(C)c(S(=O)(=O)NCc2ccc(F)cc2)c1C(=O)N1CCCC1	-5	-3	-5	-3	-1	-0.5	12	6
CSc1cccc(NC(=O)Nc2ccccc2C(N)=O)c1	18	-26	-2	2	2	5.3	-28	3
COc1ccc(NC(=O)CCNC(=O)Cn2ccc3ccccc3c2=O)c(OC)c1	-6	27	0	0	3	-2.7	-7	17
CCCCCCOc1ccc(C(=O)NCCCn2ccnc2)cc1	5	5	0	1	-5	1.4	-16	5
C=CCOC(=O)c1c(C)nc2cc3c(cc2c1C)OCO3	24	-13	-3	0	-60	1.2	-25	-11
CC1CCN(C(=O)Cn2ncc3c4ccccc4n(C)c3c2=O)CC1	16	-7	1	-2	2	2.7	-1	-7
O=c1[nH]cnc2nc3n(c12)CCCCC3	10	18	2	1	-28	-6.1	-6	5
COc1ccc(C2/C(=C(/O)c3ccc(F)cc3)C(=O)C(=O)N2CCCN2CCOCC2)cc1OC (stereo not given)	1	-2	-1	2	8	0.9	-18	-17
CCOC(=O)C1Cc2ccccc2CN1 (stereo not given)	0	4	4	-4	9	0.7	-1	-1
COc1cc(OC)cc(C(=O)NCc2ccc3[nH]c(C)cc3c2)c1	18	-3	-1	-2	14	-0.5	7	-1
COc1ccc(C(=O)Oc2ccc(N(C)S(=O)(=O)c3ccccc3)cc2)cc1[N+](=O)[O-]	18	3	1	-5	0	-0.1	0	0
Cc1cccc(CC(=O)N2CCC(N3CCC(C(=O)N4CCOCC4)CC3)CC2)c1	7	-15	-2	3	-4	2.3	0	-2
COc1ccc2oc(-c3ccccc3)c(C(N)=O)c2c1	34	-18	-1	7	0	3.7	-5	12
O=C(N/C(C(=O)N1CCOCC1)=C(\Sc1ncccn1)c1ccccc1)c1ccccc1	24	22	-1	-1	8	-1.4	-5	1
CC(OC(=O)CCCC(=O)Nc1ccccc1)C(=O)c1ccccc1 (stereo not given)	-9	15	-1	0	12	-0.7	23	14
COCCn1c(=NC(=O)CCS(=O)(=O)c2ccccc2)sc2cc(C(=O)OC)ccc21	2	19	-2	1	-20	0.1	5	11
O=C1/C(=C/c2cccnc2)SC(=S)N1CC1CCCO1 (stereo not given)	42	11	0	-1	12	-0.1	14	-10
Cc1cc(NC(=O)CCC(=O)N(C2CC2)C(C(=O)NC(C)(C)C)c2ccccc2Cl)no1 (stereo not given)	7	-19	2	-5	15	-0.1	6	6
O=C(c1ccc(Cl)c([N+](=O)[O-])c1)N1CCN(c2ccccc2)CC1	43	14	-1	-3	-8	0.5	-8	-5
CCCNC(=S)NC1CCCC1	12	2	0	2	12	-0.7	23	12
O=C(O)c1ccccc1-c1ccccc1C(=O)NNc1ccc([N+](=O)[O-])cc1	14	8	-1	0	17	-1.6	0	0
COC(=O)c1ccccc1OCCOCCOc1cccc2ccc(C)nc12	29	17	0	1	-6	-0.7	0	9
COc1ccc(-c2cnc(SCC(=O)Nc3nc(C(C)(C)C)cs3)n2Cc2ccco2)cc1	16	31	-1	7	-7	0.7	14	2
O=C(Cc1ccccc1F)Nc1nc(-c2cccs2)cs1	28	-52	13	3	-114	7.5	-61	-20
Other entries:
SMILES	tim23-1 inh	Mdm2-MdmX inh	APJ agonist	UPR XBP1 act	697 NFkB inh	CHOP UPR activ	Jurkat NFkB inh	APJ antag
COc1ccc(C(=O)N/C(=C\c2cn(S(=O)(=O)N(C)C)c3ccccc23)C(=O)NCCN2CCOCC2)cc1	6	8	-2	-5	17	0.7	11	11
CCOc1c(Br)cc(C(=O)OCC(=O)N2CCc3ccccc3C2)cc1OC	33	5	-3	0	6	0.8	-9	4
CC(=O)C1=C(c2ccccc2)NC(=O)NC1c1ccccc1OCC#N (stereo not given)	2	17	-5	0	4	1.2	6	15
Cc1cc(Br)c(OCc2ccc(C(=O)N/N=C/c3ccc[nH]3)cc2)c(Br)c1	6	98*	2	99*	0	41*	-4	0
COCCCC1CCN(C(=O)C2CCC(=O)N(CCc3cccc(F)c3)C2)CC1 (stereo not given)	14	9	-6	-5	13	1.1	4	18
CCOc1cc(C(=O)NC2=NCCS2)cc(OCC)c1OCC	13	18	-2	0	13	-0.7	2	16
CCCC/C(=N\NC(=O)c1ccc(Br)o1)c1ccccc1	18	-13	-2	-2	9	-2.0	-3	0
CCOc1ccc(CC(C(N)=O)C(N)=O)cc1	16	13	0	-2	-8	1.6	5	-5
COc1ccc(C(c2nnnn2Cc2ccccc2)N2CCN(c3nc4ccccc4s3)CC2)cc1OC (stereo not given)	18	17	6	-5	23	0.7	-1	11
COC(=O)[C@@H]1[C@H]2C[C@H]3c4[nH]c5ccccc5c4CCN3C[C@@H]2CC[C@@H]1O	-6&13	21&11	-6&-1	-7&-2	4&7	0.6&2.5	11&1	-9&-5
CCn1cc(C(=O)NCc2ccccc2Cl)cn1	-2	8	-3	1	23	0.8	-8	16
O=C(Nc1nnc(C2CC2)s1)C1Cc2ccccc2CN1C(=O)c1ccco1 (stereo not given)	2	8	0	-1	-39	2.4	-7	-3
COc1cc(F)cc(-c2ccc3c(c2)c(C#Cc2ccsc2)c(-c2cc(OC)cc(OC)c2)n3C)c1	1	22	-4	-2	5	-2.9	-19	-2
Cc1oc(=O)c(NC(=O)c2ccc(Cl)cc2)cc1C(=O)c1ccccc1	37	1	-2	11	-50	14	-3	13
Cc1cc(Nc2nc(Cl)c(Cl)cc2Cl)n(-c2ccccc2)n1	45	34	2	-1	-11	3.4	8	-2
COc1ccc(-c2nnc(SCC(=O)Nc3ccccc3OC)o2)cc1	8	-210	4	1	-44	-3.9	-183	-9
Cc1cccc2[nH]c(CN(C)C(=O)C3CCC(=O)N(CCc4ccccc4)C3)nc12 (stereo not given)	10	0	-1	-4	-38	-0.2	-2	8
COc1ccc(NC(=O)C(CCCCNC(=O)OC(C)(C)C)NC(=O)OCc2ccccc2)cc1 (stereo not given)	4	14	-2	-1	-2	0.9	0	-12
O=C(CSc1nc2ccccc2n1CCc1ccccc1)NC1CCS(=O)(=O)C1 (stereo not given)	-6	12	2	0	0	0.7	-4	0
COc1ccc2[nH]c(=O)c(CN(Cc3cccs3)C(=S)Nc3cccc(C)c3)cc2c1	6	30	1	0	-2	2.3	11	6
Cc1csc(NC(=O)c2cc(C)on2)n1	7	-33	-2	-2	-47	0.4	-49	4
CN(C1CCCCC1)S(=O)(=O)c1ccc(NC(=O)C2CCCCC2)cc1	6	24	4	1	-19	1.0	-6	-17
CC(C)NC(=O)C(c1ccc(F)cc1)N(C(=O)CCC(=O)Nc1ccccn1)c1cccc(F)c1 (stereo not given)	4	-7	-1	-5	5	4.6	2	-12
O=C(Nc1ccccc1N1CCOCC1)c1ccccc1NS(=O)(=O)c1ccc(F)c(F)c1	26	37	3	-1	-19	1.2	4	4
COc1ccc(NC(=O)CN(C)CC(=O)NCc2ccc(C)cc2)cc1	-7	-4	-2	-3	20	-0.4	-1	1

3 entries from above, arranged by number of heavy atoms, largest number first.
SMILES	tim23-1 inh	Mdm2-MdmX inh	APJ agonist	UPR XBP1 act	697 NFkB inh	CHOP UPR activ	Jurkat NFkB inh	APJ antag
COCCCC1CCN(C(=O)C2CCC(=O)N(CCc3cccc(F)c3)C2)CC1 (stereo not given)	14	9	-6	-5	13	1.1	4	18
Cc1cc(Br)c(OCc2ccc(C(=O)N/N=C/c3ccc[nH]3)cc2)c(Br)c1	6	98*	2	99*	0	41*	-4	0
COc1ccc(-c2nnc(SCC(=O)Nc3ccccc3OC)o2)cc1	8	-210	4	1	-44	-3.9	-183	-9

Marked active in Mdm2-MdmX inh, among the entries above:
Compound	Mdm2-MdmX inh	APJ agonist	697 NFkB inh	Jurkat NFkB inh	APJ antag
Cc1cc(Br)c(OCc2ccc(C(=O)N/N=C/c3ccc[nH]3)cc2)c(Br)c1	98*	2	0	-4	0

More entries follow.
SMILES	tim23-1 inh	Mdm2-MdmX inh	APJ agonist	UPR XBP1 act	697 NFkB inh	CHOP UPR activ	Jurkat NFkB inh	APJ antag
COc1cc(/C=C/[N+](=O)[O-])ccc1OC(=O)c1cc2ccccc2oc1=O	80*	51*	-2	-10	-12	120*	-10	46*
CC1CCN(CCCNC(=O)c2ccc(N3CCCC3=O)cc2)CC1	-8	-27	1	-4	0	-2.7	-25	-6
O=C(C1COc2ccccc2O1)N1CCN(Cc2ccc3c(c2)OCO3)CC1 (stereo not given)	-72	16	-3	-2	11	-0.8	13	-21
Clc1ccc2[nH]c3c(c2c1)CCc1cn[nH]c1-3	21	23	4	3	-11	3.5	-18	-44
COc1ccc(OCC(=O)NCc2cccnc2)cc1	7	-19	0	0	-31	-0.7	-14	9
O=C(CCC(=O)Nc1ccc(F)cc1)N/N=C/c1ccccc1O	-7	-43	0	3	-28	1.5	-14	16
C=CCN(C(=O)c1csnn1)C(C(=O)NC1CCCCC1)c1ccc(C)cc1 (stereo not given)	19	18	-3	-4	17	-1.7	11	2
CCCCN(CC)C(=O)c1oc2ccc(S(=O)(=O)N3CCCC3)cc2c1C	24	5	3	-2	-14	-0.9	14	17
Nc1cc(=O)[nH]c(SCC(=O)c2ccc(O)cc2O)n1	17	1	-3	0	8	0.7	-4	20
O=c1oc2ccccc2n1Cc1ccccc1F	3	14	-3	-2	19	-1.9	0	13
COC(=O)c1cc(O)c(OCc2ccccc2)c(O)c1	10	5	-6	3	0	5.0	-10	31
Cc1ccc(OCC(=O)NN2C(=O)c3ccccc3C2=O)cc1	0	-13	-2	-4	4	8.3	-3	-55
Cc1ccc(-c2noc(CSc3nnc(-c4ccccc4)n3C)n2)cc1	20	12	-5	2	1	0.5	-11	-7
Cc1ccc(C(=O)O)cc1S(=O)(=O)N1CCC(C(=O)O)CC1	9	-11	-4	0	6	0.7	0	18
COC(=O)Cn1nc(-c2ccc(C)c(S(=O)(=O)N(C)C)c2)c2ccccc2c1=O	18	11	-4	1	-6	-1.0	-1	-14
CCN(CCNC(=O)C1CCN(Cc2nc(-c3cccc(Cl)c3)oc2C)CC1)c1ccccc1	10	52*	-1	6	4	0.3	3	5
CCCC(=O)OCC(=O)Nc1ccc(OC(F)F)cc1	10	-19	-2	1	16	-1.6	5	10
Cc1ccc(CCNC(=O)CN2C(=O)COc3ccc(S(=O)(=O)N4CCCCC4)cc32)cc1	4	0	5	-4	-13	-0.9	0	-13
O=C(c1cc(-c2ccc(Cl)cc2)n[nH]1)N1CCN(C(=O)c2ccco2)CC1	17	18	-3	-4	-6	-1.1	15	-6
CCCCNC(=O)OCCNC(=O)NC	-2	-11	-2	4	-24	0.5	5	4
CC1Cc2ccccc2N1C(=O)CSc1nc2ccccc2s1 (stereo not given)	18	-4	-4	3	-8	2.8	6	16
Cc1ccc(C(C)C)c(OCC(=O)Nc2ccc3c(c2)nc(CN2CCCC2)n3C)c1	1	37	-3	3	-14	1.5	-11	11
CC1CN(c2nc3c(c(=O)[nH]c(=O)n3C)n2Cc2ccccc2F)CC(C)O1 (stereo not given)	5	26	-5	2	-3	2.3	9	8
O=c1ccccn1CCOc1ccc(Cl)cc1	11	16	0	0	-7	2.0	-22	1
CCCc1nc(C)c(-c2ccc(OC)c(OC)c2)c(=O)[nH]1	2	20	0	-2	20	-1.0	15	10
Cc1cc(C)c2c(-n3cccc3)nn(C)c2n1	13	-5	-1	-2	-41	0.1	3	-9
CCOc1ccc(NC(=O)CN(C)C(=O)c2cccnc2Sc2ccccc2Cl)cc1OCC	13	27	8	4	1	1.4	8	17

High-throughput results deposited in PubChem BioAssay by Sanford-Burnham Center for Chemical Genomics.
